CAL PDZ FP-1: CAL PDZ peptide-binding inhibitors, primary screen, biochemical, fluorescence polarization, Cer-tagged CAL PDZ, HTS | Golgi-associated PDZ and coiled-coil motif-containing protein (Homo sapiens), Q9HD26 | purified CAL PDZ, TMR-peptide fluorescence polarization, 1 h | inhibition, % at 20 µM | 330,000 tested, 0.02% active | AID 504414, 2011;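 active = highest replicate inhibition of at least 40%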;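 also: plate controls were DMSO neutral control wells for no effect and unlabeled competitor peptide control wells for full effect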
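Read-out basis: mP drop reported as inhibition | Assay system: Tagged CAL PDZ protein CerCALP, purified | Benchmarks: Unlabelled peptide for full inhibition, DMSO wells as neutral | Schedule: 1 h incubation at room temperature before polarization reading | Buffer or medium: Sodium phosphate/NaCl buffer pH 7.4 with TCEP, IgG, Thesit | Doses: Single point, 20 µM | Measured by: Fluorescence polarization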
phage Ecoli inh: growth loss of phage-infected E. coli, primary screen, RecBCD inhibitor project, absorbance, with phage, HTS; inhibition, % at 11.9 µM; 360,000 tested, 0.26% active; AID 651602, 2012; in the data active = inhibition above about 11%
SR-BI DiI inh: inhibitors of SR-BI mediated HDL lipid uptake, primary screen, ldlA[mSR-BI] cells, fluorescence, single point | inhibition, % at 12.5 µM | ldlA[mSR-BI] CHO cells, DiI-HDL uptake fluorescence, 3 h | 320,000 tested, 0.96% active | Scavenger receptor class B member 1 (Mus musculus), Q61009;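 active = mean replicate inhibition of at least 70% and a set share of replicates each scoring 70 or more; inconclusive = meets just one of the two criteria; inactive = fails both criteria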;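 also: 0% = median of neutral control wells and 100% = median of positive control wells; values of inactives mirror those of a sister screen read the other way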
Target sequence (Q61009 whole entry, looked up): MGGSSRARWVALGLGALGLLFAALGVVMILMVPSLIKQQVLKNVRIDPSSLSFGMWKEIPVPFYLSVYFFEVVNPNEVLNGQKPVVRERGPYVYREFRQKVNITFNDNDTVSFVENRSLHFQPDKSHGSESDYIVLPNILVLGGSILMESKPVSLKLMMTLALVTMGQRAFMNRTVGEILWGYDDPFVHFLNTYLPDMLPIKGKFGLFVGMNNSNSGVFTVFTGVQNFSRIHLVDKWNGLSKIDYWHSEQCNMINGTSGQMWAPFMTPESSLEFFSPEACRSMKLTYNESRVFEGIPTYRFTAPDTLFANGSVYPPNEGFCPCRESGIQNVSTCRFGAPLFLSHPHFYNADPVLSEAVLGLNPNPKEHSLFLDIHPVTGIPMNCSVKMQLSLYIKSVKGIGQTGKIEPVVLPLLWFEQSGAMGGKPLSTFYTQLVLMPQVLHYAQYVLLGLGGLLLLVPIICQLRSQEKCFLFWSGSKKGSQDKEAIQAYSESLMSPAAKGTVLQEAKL
Ecoli viability: E. coli V3065 growth inhibition, primary screen, counter-screen for AddAB inhibitor project, absorbance, OD600; inhibition, % at 11.9 µM; 18 h; 330,000 tested, 0.27% active; AID 449728, 2010;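 active = inhibition above the campaign's mean inhibition across all tested compounds plus 3 SD, cut at about 9.9% in these data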;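 also: uninfected addAB+ strain grown without phage in ampicillin broth; 0% = DMSO wells and 100% = ciprofloxacin 0.95 µg/ml wells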
MITF TRPM1 HTS: activators of MITF-driven TRPM1 promoter reporter, primary screen, cell-based, SK-MEL-5, luciferase, single point; SK-MEL-5 TRPM1-promoter luciferase, 24 h; % of positive control, neutral wells = 0; AID 588334, 2011; activation, % at 12.5 µM; 300,000 tested, 0.75% active;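 active = mean activation of at least 80% with every replicate also reaching 80%; inconclusive = mean reaches 80% but some replicate falls short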;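 also: 0% = neutral control wells and 100% = parthenolide positive control wells; values of inactives mirror those of a sister screen read the other way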
SR-BI uptake up: activators of SR-BI mediated DiI-HDL uptake, primary screen, ldlA[mSR-BI] CHO cells, DiI fluorescence. activation, % at 12.5 µM. 320,000 tested, 0.096% active. AID 504775, 2011. 3 h; 100 = double the neutral-control signal;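 active = mean replicate activation of at least 60% and every replicate at or above 60%; inconclusive = mean or all-replicate condition met, but not both; inactive = mean below 60% and not all replicates reaching 60%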;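 also: 0% = median plate neutral-control signal and 100% = twice that signal; values of inactives mirror those of a sister screen read the other way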
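system = CHO ldlA[mSR-BI] cells, LDL receptor-null, SR-BI overexpressing | medium = Ham's F12 with 0.5% BSA, HEPES 25 mM, pH 7.4 | probe or stimulus = DiI-HDL 10 µg/mL | compound dosing = single-point compound dose | incubation = compound exposure 3 h, 37 °C | technique = DiI fluorescence, bottom read | read-out = cell-associated DiI fluorescence as measure of HDL uptake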
Wnt act: Wnt/beta-catenin pathway activators, primary screen, cell-based, plate reader, single point; activation, % at 9.35 µM; Wnt/beta-catenin reporter cell assay, activator; 300,000 tested, 1.2% active; in the data active = activation above about 30%, passing the limit was not always enough; inconclusive = no clear call, values can overlap the other calls;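 also: 0% = neutral control wells and 100% = positive control wells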
Tat transport: E. coli Tat export inhibitors, primary screen, MC4100, TorA-mCherry reporter, fluorescence, single point. inhibition, % at 10 µM. 340,000 tested, 0.036% active;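 active = mean replicate inhibition at least 50% and at least half of replicates individually reaching 50%; inconclusive = only one of the two criteria met; inactive = neither criterion met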;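 also: exported cargo escapes ClpAP degradation while cytoplasmic cargo is degraded and loses fluorescence; 0% = median of neutral control wells and 100% = median of NaSCN control wells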
AddAB inh: growth inhibition of E. coli expressing H. pylori AddAB, primary screen, AddAB inhibitor project, absorbance. inhibition, % at 11.9 µM. 330,000 tested, 0.29% active. AID 435030, 2010; in the data active = inhibition above about 12%;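 also: 0% = vehicle wells of infected cells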
CAL PDZ FP-2: untagged CAL PDZ binding inhibitors, primary screen, biochemical, fluorescence polarization, HTS | Golgi-associated PDZ and coiled-coil motif-containing protein (Homo sapiens), Q9HD26 | purified CAL PDZ, TMR-peptide fluorescence polarization, 1 h | inhibition, % at 24.9 µM | 300,000 tested, 0.92% active | AID 602252, 2012;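 active = mean inhibition of at least 30% with at least half of replicates also reaching 30%; inconclusive = no clear call, values can overlap the other calls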;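 also: 0% = DMSO neutral control and 100% = excess unlabeled competitor peptide PRC23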
Starred values were filed as active, the others as inactive; ? = inconclusive; . = no result given.

SMILES	CAL PDZ FP-1	phage Ecoli inh	SR-BI DiI inh	Ecoli viability	MITF TRPM1 HTS	SR-BI uptake up	Wnt act	Tat transport	AddAB inh	CAL PDZ FP-2
CCOC(=O)c1c(NC(=O)Cn2cnc([N+](=O)[O-])n2)sc2c1CCCC2	-0.5	3.0	42	-2.9	-6	-42	-2	-16	-3.3	-3
CCCC[C@@H]1CNCCN1CCc1cccc2ccccc12	-0.8	2.2	-21	1.8	11	21	-4	-2	1.0	2
O=C1CSC(=O)N1CC(O)COc1ccc(Cl)cc1 (centres undefined)	0.1	4.3	-7	-0.8	7	7	1	-9	4.9	-3
O=C(CN1CCCCC1)Nc1ccccc1	.	1.9	-13	-2.9	.	13	.	4	-1.0	-4
Cc1nnc(NCc2ccco2)c2ccccc12	.	4.7	-15	3.4	-1	15	2	-1	2.2	-4
O=C(C1CCCN(Cc2ccccc2C(F)(F)F)C1)N1CCCCC1 (centres undefined)	-3.9	-1.9	.	0.0	-2	.	.	1	1.6	-1
CCO[C@H]1OC(C(=O)NCc2nc3ccccc3[nH]2)=C[C@@H](c2cn(C(C)=O)c3ccccc23)[C@@H]1CCCO	0.2	4.4	13	0.3	-14	-13	-5	0	3.4	-6
O=C(CCC1CCCC1)N1CCN(S(=O)(=O)Cc2ccccc2)CC1	-2.7	3.4	-35	-2.7	.	35	.	-2	-1.1	-3
Cc1cc(NC(=O)C(C)SCC(=O)OCC(=O)Nc2c(C)cccc2C(C)C)no1 (centres undefined)	-0.3	1.8	-26	1.4	.	26	1	6	1.2	-4
COc1ccc(OCCCC(=O)Oc2ccc(OC)cc2)cc1	-2.2	-0.8	-25	0.1	-4	25	.	6	2.2	.
Cc1ccc2c(c1)S(=O)(=O)N(C)C(c1ccccc1)=C2	-0.9	3.3	10	.	6	-10	-2	8	.	1
CC(=O)Nc1cc2c(cc1Cl)-c1ccccc1C2	-0.2	1.1	18	.	19	-18	0	3	.	-2
O=C(CCCCCNC(=O)c1ccccc1)C[N+](=O)[O-]	-2.5	-0.9	-10	2.3	-8	10	-2	?	2.9	-4
COCCNS(=O)(=O)c1ccc(-c2ccc(C)cc2)cc1	-0.4	5.1	-6	-1.3	-13	6	1	13	-2.1	2
O=C(CN1C(=O)C2CC=CCC2C1=O)Nc1ccc(S(=O)(=O)Nc2nccs2)cc1 (centres undefined)	0.4	0.4	.	-2.7	6	.	2	4	1.6	2
CCOc1cc(CNc2ccccc2)cc(Br)c1OCc1ccccc1F	-0.7	4.2	40	-0.9	7	.	-5	-1	3.4	0
COc1ccc(-c2ccc(-c3cc(=O)oc4cc(OC)c(OC)c(OC)c34)cc2)cc1OC	-0.3	1.2	41	0.9	15	-41	0	5	0.2	-3
COC(=O)[C@H](C)NC(=O)Nc1ccccc1F	.	2.2	1	-2.5	-3	-1	-1	2	-0.8	-9
O=C(c1ccc(CS(=O)c2ccccc2Cl)o1)N1CCCCCC1 (centres undefined)	-1.4	-0.2	-28	-1.5	17	28	1	-8	4.7	-4
CC1CCc2c(sc(NC(=O)c3ccc(Cn4cc([N+](=O)[O-])cn4)o3)c2C#N)C1 (centres undefined)	-3.1	0.9	54	-1.6	6	-54	1	0	-1.8	-2
CCOc1cc(C(=S)N2CCCC2)ccc1OC	-1.5	2.3	7	-1.4	-6	-7	-1	-3	0.2	-4
CC(C)C(=O)Nc1cc2c(cc1C(=O)c1ccccc1)OCCO2	-3.1	2.1	-2	-0.5	-5	2	.	1	0.2	-3
CCOC(=O)C1=C(C)NC(C)=C(C(=O)OCC)C1C(=O)OCC(=O)NCCc1ccccc1	-0.8	3.4	2	-1.4	3	-2	-3	1	0.6	.
COc1ccccc1CNc1ccc(N2CCCCC2)cc1	-1.1	.	24	-0.8	39	-24	.	-13	1.9	4
CCN(CC)C(=O)C1CCCN(Cc2ccc(F)c(F)c2)C1 (centres undefined)	4.8	0.6	-16	1.5	-9	16	.	17	0.1	.

Next part, starting with the last 2 of the part before.
SMILES	CAL PDZ FP-1	phage Ecoli inh	SR-BI DiI inh	Ecoli viability	MITF TRPM1 HTS	SR-BI uptake up	Wnt act	Tat transport	AddAB inh	CAL PDZ FP-2
COc1ccccc1CNc1ccc(N2CCCCC2)cc1	-1.1	.	24	-0.8	39	-24	.	-13	1.9	4
CCN(CC)C(=O)C1CCCN(Cc2ccc(F)c(F)c2)C1 (centres undefined)	4.8	0.6	-16	1.5	-9	16	.	17	0.1	.
CCOC(=O)c1sc2cc([N+](=O)[O-])cc(SCCO)c2c1N	-0.1	3.1	41	-0.3	9	-41	-1	-6	-0.1	0
Cc1ccc(-c2nn(Cc3ccccc3)cc2C(=O)NCC2CCCO2)cc1 (centres undefined)	-0.2	3.0	0	.	-15	0	1	-8	.	.
CCN(CC)CCN(C(=O)c1ccc(S(=O)(=O)N2CCCCC2)cc1)c1nc2cc3c(cc2s1)OCO3	-2.1	.	16	-1.8	6	-16	.	-2	-0.6	-3
CCCCNC(=S)NNC(=O)c1cc(-c2ccncc2)nc2ccccc12	-3.4	0.5	-7	-0.9	-3	7	1	-5	-0.8	-2
O=[N+]([O-])c1cccc(CP(=O)(c2ccccc2)c2ccccc2)c1	0.1	1.5	7	1.3	.	-7	-2	16	2.6	60*
Cc1ccc(NC(=O)c2ccsc2)cc1NS(C)(=O)=O	-1.8	.	-13	1.4	-13	13	.	-4	0.0	3
O=C(CCN1C(=O)c2ccccc2S1(=O)=O)Nc1cccc(F)c1	-3.0	1.5	-4	2.0	9	4	5	1	1.3	-3
O=C(O)CCSc1ncnc2sc(-c3ccccc3)cc12	-3.8	-0.8	.	0.6	-66	.	-4	-5	-0.3	9
CCN1CCCC1CN(Cc1cc2ccc(C)c(C)c2[nH]c1=O)C(=O)Nc1ccccc1OC (centres undefined)	-1.7	1.7	31	0.7	12	-31	.	7	0.4	-5
O=C(O)COc1ccc(S(=O)(=O)c2ccc(OCC(=O)O)cc2)cc1	-1.2	3.9	-11	2.6	.	11	.	-5	1.4	-3
Cc1cc(=O)oc2ccc(OCc3ccccc3)cc12	0.1	0.3	30	0.5	.	-30	0	-3	5.7	-7
O=c1oc2ccccc2c2c1C(c1ccc(Cl)cc1)Nc1ccc3ccccc3c1-2 (centres undefined)	-2.1	1.1	30	-0.6	-6	-30	.	3	1.8	-4
Cc1ccc(NC(=O)c2ccc(-c3nn(C)c(=O)c4ccccc34)cc2)cc1	-0.6	3.2	55	0.0	.	-55	.	1	-1.6	-3
CCC1CCCCN1S(=O)(=O)c1ccc(S(=O)(=O)N(Cc2cccs2)C2CC2)cc1 (centres undefined)	-3.3	0.8	27	0.7	9	-27	-3	-1	2.7	0
COc1cc(/C=N/NC(=O)C2CCN(CC(O)COCc3ccccc3)CC2)ccc1O (centres undefined)	-2.7	3.2	6	1.8	5	-6	13	9	0.8	0
CCN(CC)S(=O)(=O)c1ccc(OC)c(NC(=O)COc2ccc3c(C)cc(=O)oc3c2)c1	-3.5	2.6	-8	0.8	20	8	.	-7	0.1	-5
CCOc1ccc(N2C(=O)CC(Sc3ccccc3C(=O)O)C2=O)c([N+](=O)[O-])c1 (centres undefined)	-3.6	3.7	25	0.0	6	-25	-1	1	1.6	5
O=C1CC(c2ccc(S(=O)(=O)NC3CC3)cc2)CN1 (centres undefined)	-0.7	2.9	-26	-1.0	7	26	16	-7	3.0	.
Cc1ccccc1C(=O)Nc1nnc(SC(C)C)s1	6.8	2.8	2	0.8	35	-2	4	-2	2.1	5
CN1CCN(NC(=O)Nc2ccc(Br)cc2)CC1	0.0	3.5	14	0.8	18	-14	-2	-3	2.5	.
Cc1nc2ncnn2c(N2CCN(C(c3ccccc3)c3ccccc3)CC2)c1C	-1.5	3.6	-16	0.2	6	15	.	20	1.6	.
CCOc1ccc(N(CC(=O)Nc2ccc(CC)cc2)S(=O)(=O)c2c(C)[nH]c(=O)[nH]c2=O)cc1	-1.8	1.1	-22	-0.5	1	22	1	7	5.1	-7
COc1cc2c(cc1NC(=O)C(C)OC(=O)/C=C/c1ccc(OC(F)F)cc1)oc1ccccc12 (centres undefined)	-2.0	3.0	69	-2.9	24	-69	18	-2	1.9	-2
CCS(=O)(=O)Nc1ccc(C2=NN(C(=O)c3ccco3)C(c3ccc(Cl)o3)C2)cc1 (centres undefined)	-0.7	0.6	10	-0.6	-11	-10	3	-8	-2.9	-1
Cc1cccc(NC(=O)CNC(=O)c2cc(C3CC3)nn2-c2ccccc2)c1C	-1.7	3.5	9	.	-12	-9	-3	13	.	-1

Following part
SMILES	CAL PDZ FP-1	phage Ecoli inh	SR-BI DiI inh	Ecoli viability	MITF TRPM1 HTS	SR-BI uptake up	Wnt act	Tat transport	AddAB inh	CAL PDZ FP-2
Cc1ccc(Cn2ccc(NC(=O)c3nc4ncccn4n3)n2)cc1	-0.6	2.2	-17	1.9	3	17	.	0	1.7	1
COC(=O)C(NNc1ccccc1)(NC(=O)c1cccc(F)c1)C(F)(F)F (centres undefined)	-0.2	3.7	-3	-1.1	0	3	-4	-4	1.8	50*
CC1CCCCN1S(=O)(=O)Cc1ccccc1Cl (centres undefined)	0.2	0.2	-10	.	.	10	-1	-1	.	-3
c1ccc2ccccc2c1	-2.6	-0.6	-4	0.2	-5	4	-1	-2	2.2	-4
O=C(OCCN1CCOCC1)c1cccs1	0.9	2.6	-12	-0.6	-3	15	-2	-4	-1.7	0
O=C(COC(=O)c1ccc(S(=O)(=O)N2CCCCCC2)cc1)NCc1ccc(F)cc1	-1.5	3.5	-23	.	-1	23	-4	-3	.	8
O=[N+]([O-])c1cccc(/C([O-])=C(/C(=S)Nc2ccccc2)[n+]2ccccc2)c1	0.2	2.4	7	-0.5	4	-7	.	0	2.0	-2
O=C1c2nc3ccccn3c2C(=O)N1Cc1ccccc1	0.2	-0.1	-30	-0.2	-8	30	0	-1	2.5	-5
CO/N=C/CC(=O)Nc1ccc(F)cc1F	-3.7	-0.1	8	-1.6	-4	-8	0	3	-0.2	-1
C/C(=N\NC(N)=O)c1cc(Cl)cc(Cl)c1O	.	-0.2	.	-2.3	.	.	-1	.	0.4	.
Cc1ccc(C(=O)N2[C@@H]3CN(C)C(=O)[C@@]2(C)[C@H]2C(=O)N(C)C(=O)[C@@H]32)cc1	-1.4	0.2	-11	.	3	11	-3	-2	.	-2
